Screening data: PubChem, several laboratories
DNA FID counter: compounds displacing fluorescent DNA intercalator, primary screen, artefact control for HCV NS3 helicase inhibitor project, biochemical, FID fluorescence; DNA fluorescent intercalator displacement; inhibition, % at 7.9 µM; 290,000 compounds, 0.17% hits; AID 1845, 2009; in the data active means inhibition above about 37%;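 further: 0% = vehicle and 100% = reference compound; higher means more ethidium bromide displaced from hairpin DNA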
pCIP destab: p/CIP-EGFP fusion destabilizers, primary screen, fluorescence, F442A cells. 290,000 compounds, 0.01% hits. decrease of EGFP signal, % at 10 µM. Q05BA5. 16 h;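 active means EGFP signal decrease of at least 30% at 10 µM or well 3 SD below plate mean, unless failing retest; inactive means the rest, including hits failing retest or dose response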; further: some compounds called inactive have numbers as strong as hits; many of its hits are not listed in these tables
VIM-2 inh: VIM-2 metallo-beta-lactamase inhibitors, primary screen, biochemical, epi-absorbance readout, Pseudomonas aeruginosa enzyme; AID 1527, 2009; 290,000 compounds, 0.89% hits; purified VIM-2, nitrocefin hydrolysis, epi-absorbance fluorescence; inhibition, % at 5.6 µM;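 active means inhibition above the mean of all tested compounds plus 3 SD, cutoff set per screening run, cut at about 7.5% in these data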;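 further: red hydrolysis product quenches plate fluorescence so inhibitors raise well fluorescence; 0% = enzyme with DMSO and 100% = DMSO without enzyme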
IDE cell activ: human IDE activators in live cells, primary screen, fluorescence polarization, HEK cells, FAbeta-B substrate; activation, % at 5.96 µM; 340,000 compounds, 0.073% hits; FAbeta-B cleavage; 0% vehicle, 100% cell-free pure enzyme wells;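 active means activation above the mean of all tested compounds plus 3 SD, set per screening campaign, cut at about 17% in these data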
Target sequence (P14735 whole entry, looked up): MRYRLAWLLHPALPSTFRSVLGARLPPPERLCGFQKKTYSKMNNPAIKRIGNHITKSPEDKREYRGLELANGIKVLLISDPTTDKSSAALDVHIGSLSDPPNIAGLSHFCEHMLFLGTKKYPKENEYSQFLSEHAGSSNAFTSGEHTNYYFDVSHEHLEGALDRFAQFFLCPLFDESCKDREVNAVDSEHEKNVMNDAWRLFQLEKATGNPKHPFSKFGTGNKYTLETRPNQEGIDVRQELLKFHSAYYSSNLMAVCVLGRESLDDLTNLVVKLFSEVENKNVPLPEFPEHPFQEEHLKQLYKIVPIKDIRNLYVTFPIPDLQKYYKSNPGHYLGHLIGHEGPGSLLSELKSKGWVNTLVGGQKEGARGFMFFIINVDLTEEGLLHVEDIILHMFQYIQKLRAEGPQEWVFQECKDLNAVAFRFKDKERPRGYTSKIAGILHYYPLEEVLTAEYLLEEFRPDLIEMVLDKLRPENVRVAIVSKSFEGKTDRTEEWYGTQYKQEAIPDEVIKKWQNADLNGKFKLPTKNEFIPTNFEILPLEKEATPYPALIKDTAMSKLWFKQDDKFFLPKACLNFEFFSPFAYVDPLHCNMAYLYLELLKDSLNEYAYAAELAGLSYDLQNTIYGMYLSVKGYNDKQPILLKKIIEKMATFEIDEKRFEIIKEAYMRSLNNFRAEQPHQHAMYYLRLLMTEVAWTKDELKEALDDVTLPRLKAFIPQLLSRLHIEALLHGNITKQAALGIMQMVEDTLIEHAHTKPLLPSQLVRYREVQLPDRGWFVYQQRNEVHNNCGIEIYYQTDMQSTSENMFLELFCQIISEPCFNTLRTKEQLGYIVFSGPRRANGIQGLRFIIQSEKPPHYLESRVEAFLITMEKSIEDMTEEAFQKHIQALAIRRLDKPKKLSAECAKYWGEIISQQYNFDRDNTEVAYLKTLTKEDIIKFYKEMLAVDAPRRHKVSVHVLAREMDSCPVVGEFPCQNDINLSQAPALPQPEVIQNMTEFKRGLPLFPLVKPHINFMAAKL
PHOSPHO1 inh: PubChem AID 1565; Phosphoethanolamine/phosphocholine phosphatase (Homo sapiens), Q8TCT1; recombinant PHOSPHO1, absorbance phosphatase assay; inhibition, % at 13.3 µM; 290,000 compounds, 1.1% hits; in the data active means inhibition above about 60%
IMP-1 inh: IMP-1 metallo-beta-lactamase inhibitors, primary screen, biochemical, epi-absorbance readout, Pseudomonas aeruginosa enzyme. metallo-beta-lactamase IMP-1 (Pseudomonas aeruginosa). purified IMP-1, nitrocefin hydrolysis, epi-absorbance fluorescence. inhibition, % at 5.6 µM. 290,000 compounds, 0.45% hits. AID 1556, 2009;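 active means inhibition above the mean plus 3 SD of all compounds in the same screening run, cut at about 4.5% in these data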;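 further: 0% = IMP-1 with DMSO and 100% = DMSO wells lacking enzyme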
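Assay system: purified IMP-1; Quantity: IMP-1 0.2 nM before substrate addition; Medium: HEPES buffer pH 7.1 with ZnSO4 and Brij 35; Incubation: 15 min enzyme–compound preincubation, then 25 min nitrocefin reaction, 25 °C; Signal: fluorescence quenching readout, ex 480/em 530 nm; Controls: DMSO with and without IMP-1; Repeats: singlicate testing.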
NS3 helicase inh: inhibitors of HCV NS3 helicase, primary screen, biochemical, Cy5 molecular beacon fluorescence. 290,000 compounds, 0.56% hits. NS3 helicase DNA unwinding. AID 1800, 2009. inhibition, % at 10.9 µM;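 active means inhibition above the mean of all tested compounds plus 3 SD, set per campaign, cut at about 35% in these data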;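 further: 0% = DMSO wells and 100% = thioflavine S control wells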
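Measured by: Cy5 fluorescence, 0 and 60 min reads / Assay system: NS3 helicase fragment of HCV / Control set: low DMSO, high thioflavine S at 110 µM / Times: 1 h reaction at 25 °C, ATP-initiated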
UBC9 SUMO inh: inhibitors of in vitro SUMOylation cascade, primary screen, biochemical, HTRF, uHTS | SUMO-conjugating enzyme UBC9 (Homo sapiens), P63279 | HTRF SUMOylation assay, SAE1/SAE2 + UBC9 | inhibition, % at 35 µM | 290,000 compounds, 0.36% hits | AID 2006, 2009; in the data active means inhibition above about 50%, passing the limit was not always enough; further: strong numbers were not always called active
MEKK3 PB1 HTS: modulators of MEKK3-MEK5 PB1 binding, primary screen, biochemical, wildtype MEKK3, multiplex bead flow cytometry, Alexa488-MEK5. Mitogen-activated protein kinase kinase kinase 3 (Homo sapiens), Q99759. bead-based flow cytometry, Alexa488-MEK5 binding to MEKK3; actives lie on both sides; 0 = blocked by unlabeled MEK5, 100 = vehicle. binding response (% of control), % at 10 µM. 290,000 compounds, 1.4% hits;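 active means binding response more than 3 SD above or below the average of its plate-row segment, actives on both sides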;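 further: Alexa488 bead fluorescence after subtracting the streptavidin-only scavenger bead signal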
Active calls of the source: *. Not all compounds are listed; count on the stated rates, not on these rows.

Sample of the layout (two entries):
For CCN1CCN(Cc2ccc(NC(=O)c3ccc(C)c(NC(=O)c4nccnc4N)c3)cc2C(F)(F)F)CC1 the results were pCIP destab -4, IDE cell activ 2, PHOSPHO1 inh 22, UBC9 SUMO inh 22 and MEKK3 PB1 HTS 107.
`Cc1ccccc1NC(=O)COc1ccc(Br)cc1CNCCCO` gave DNA FID counter 6, pCIP destab -14, VIM-2 inh -1.6, IDE cell activ -4, PHOSPHO1 inh 32, IMP-1 inh -0.8, NS3 helicase inh 3, UBC9 SUMO inh 10 and MEKK3 PB1 HTS 95.

The whole of this part, from the first entry:
For CCN1CCN(Cc2ccc(NC(=O)c3ccc(C)c(NC(=O)c4nccnc4N)c3)cc2C(F)(F)F)CC1 the results were pCIP destab -4, IDE cell activ 2, PHOSPHO1 inh 22, UBC9 SUMO inh 22 and MEKK3 PB1 HTS 107.
`Cc1ccccc1NC(=O)COc1ccc(Br)cc1CNCCCO` gave DNA FID counter 6, pCIP destab -14, VIM-2 inh -1.6, IDE cell activ -4, PHOSPHO1 inh 32, IMP-1 inh -0.8, NS3 helicase inh 3, UBC9 SUMO inh 10 and MEKK3 PB1 HTS 95.
CC(C)C[C@H](NS(=O)(=O)c1ccc(Br)cc1)C(=O)O was read as DNA FID counter 0, pCIP destab 4, VIM-2 inh 0.4, IDE cell activ 5, PHOSPHO1 inh -14, IMP-1 inh -0.5, NS3 helicase inh -10, UBC9 SUMO inh 14 and MEKK3 PB1 HTS 101.
For COc1ccc(CCNC(=O)c2cc3c(F)cccc3s2)cc1OC the results were DNA FID counter -31, pCIP destab -5, VIM-2 inh -0.2, IDE cell activ 1, PHOSPHO1 inh 17, IMP-1 inh -1.5, NS3 helicase inh -12, UBC9 SUMO inh 1 and MEKK3 PB1 HTS 100.
For COc1cc([N+](=O)[O-])ccc1NC(=O)Nn1cnnc1 the results were DNA FID counter 0, pCIP destab 5, VIM-2 inh 0.6, IDE cell activ 6, PHOSPHO1 inh 53, IMP-1 inh -0.9, NS3 helicase inh -5, UBC9 SUMO inh 14 and MEKK3 PB1 HTS 104.
For CSc1nnnn1-c1ccc(C(=O)OCC(=O)N2CCOCC2)cc1 the results were DNA FID counter -12, pCIP destab -16, VIM-2 inh -3.2, IDE cell activ 0, PHOSPHO1 inh -32, IMP-1 inh -1.5, NS3 helicase inh 5, UBC9 SUMO inh 11 and MEKK3 PB1 HTS 100.
COc1ccc(CNC(=O)[C@H](C)N2C(=O)N3CCc4c([nH]c5ccccc45)[C@@]3(C)C2=O)cc1OC was read as DNA FID counter -30, pCIP destab -32, VIM-2 inh 1.7, IDE cell activ 2, PHOSPHO1 inh 40, IMP-1 inh -0.5, NS3 helicase inh -24, UBC9 SUMO inh -11 and MEKK3 PB1 HTS 102.
For Cc1cc(=S)c2ccccc2[nH]1 the results were DNA FID counter -12, pCIP destab 6, VIM-2 inh 60*, IDE cell activ 5, PHOSPHO1 inh -74, IMP-1 inh -2.1, NS3 helicase inh 1, UBC9 SUMO inh -19 and MEKK3 PB1 HTS 96.
COc1ccc(CCNC(=O)Cn2cnc3c(cnn3C(C)(C)C)c2=O)cc1OC was read as DNA FID counter -14, pCIP destab 12, VIM-2 inh -2.4, IDE cell activ 3, PHOSPHO1 inh 0, IMP-1 inh -2.0, NS3 helicase inh 6, UBC9 SUMO inh 5 and MEKK3 PB1 HTS 101.
COC(=O)Cc1nnc(NC(=O)C(C)C)s1 was read as DNA FID counter -2, pCIP destab 5, VIM-2 inh 0.1, IDE cell activ 0, PHOSPHO1 inh 13, IMP-1 inh -1.2, NS3 helicase inh -9, UBC9 SUMO inh -8 and MEKK3 PB1 HTS 102.
Screening O=C(CN1CCOCC1)N/N=C/c1cc2ccccc2nc1Cl returned DNA FID counter -5, pCIP destab -12, VIM-2 inh -1.0, IDE cell activ -5, PHOSPHO1 inh -6, IMP-1 inh -2.2, NS3 helicase inh 1, UBC9 SUMO inh 13 and MEKK3 PB1 HTS 101.
For CCOc1c(OC)cccc1C(=O)NCC1(c2ccccc2)CCCC1 the results were DNA FID counter -33, pCIP destab -4, VIM-2 inh -2.2, IDE cell activ 0, PHOSPHO1 inh 34, IMP-1 inh -4.9, NS3 helicase inh -3, UBC9 SUMO inh -5 and MEKK3 PB1 HTS 95.
O=C(NCC1CCCO1)c1ccc(CNS(=O)(=O)c2cccc(Cl)c2)cc1 (stereo not given) was read as DNA FID counter -15, pCIP destab 0, VIM-2 inh -2.1, IDE cell activ 3, PHOSPHO1 inh 42, IMP-1 inh -2.0, NS3 helicase inh 7, UBC9 SUMO inh 2 and MEKK3 PB1 HTS 102.
For Fc1ccc2nc(N3CCCC3)sc2c1 the results were DNA FID counter 0, pCIP destab -9, VIM-2 inh -2.0, IDE cell activ -2, PHOSPHO1 inh 23, IMP-1 inh -1.9, NS3 helicase inh 4, UBC9 SUMO inh 3 and MEKK3 PB1 HTS 108.
`COc1cccc(CCNC(=O)CCc2nnc(-c3cc(C)oc3C)o2)c1` gave DNA FID counter -63, pCIP destab 2, VIM-2 inh -1.5, IDE cell activ 8, PHOSPHO1 inh 40, IMP-1 inh -2.6, NS3 helicase inh 2, UBC9 SUMO inh -1 and MEKK3 PB1 HTS 98.
CCOc1ccc(C(=O)COC(C)=O)cc1 was read as DNA FID counter -5, pCIP destab -8, VIM-2 inh -5.9, IDE cell activ 0, PHOSPHO1 inh 30, IMP-1 inh -0.2, NS3 helicase inh 24, UBC9 SUMO inh -10 and MEKK3 PB1 HTS 103.
`O=C(Nc1nc2ccc(Cl)cc2s1)c1ccco1` gave DNA FID counter 0, pCIP destab -5, VIM-2 inh -3.3, IDE cell activ 3, PHOSPHO1 inh 1, IMP-1 inh -4.9, NS3 helicase inh 0, UBC9 SUMO inh 8 and MEKK3 PB1 HTS 108.
CCOC(=O)c1c(C)[nH]c(C(=O)COC(=O)CNC(=O)c2ccc(Br)cc2)c1C was read as DNA FID counter -2, pCIP destab -15, VIM-2 inh 1.9, IDE cell activ -4, PHOSPHO1 inh 5, IMP-1 inh -1.6, NS3 helicase inh -11, UBC9 SUMO inh -14 and MEKK3 PB1 HTS 96.
CC(=O)C(Cl)C(=O)Nc1ccccc1 (stereo not given) was read as DNA FID counter 3, pCIP destab 2, VIM-2 inh -1.4, IDE cell activ 0, PHOSPHO1 inh 19, IMP-1 inh -1.6, NS3 helicase inh 3, UBC9 SUMO inh 31 and MEKK3 PB1 HTS 90.
O=C(c1ccco1)N1CCN=C1SCc1cccnc1 was read as DNA FID counter 4, pCIP destab 2, VIM-2 inh 4.2, IDE cell activ 1, PHOSPHO1 inh 5, IMP-1 inh 0.7, NS3 helicase inh 2, UBC9 SUMO inh 8 and MEKK3 PB1 HTS 104.
For CCC(=O)Nc1cc2c(cc1C(C)=O)OCCO2 the results were DNA FID counter 1, pCIP destab -8, VIM-2 inh -0.7, IDE cell activ 7, PHOSPHO1 inh 4, IMP-1 inh 0.1, NS3 helicase inh 11, UBC9 SUMO inh 21 and MEKK3 PB1 HTS 109.
`O=C(Nc1ccc(Cl)c(Cl)c1)NC1CCS(=O)(=O)C1` (stereo not given) gave DNA FID counter 3, pCIP destab 8, VIM-2 inh -0.4, IDE cell activ 3, PHOSPHO1 inh -3, IMP-1 inh -1.1, NS3 helicase inh -4, UBC9 SUMO inh 6 and MEKK3 PB1 HTS 105.
CNc1cc(CSC)nc(SCc2ccc(Cl)c(Cl)c2)n1 was read as DNA FID counter -5, pCIP destab -28, VIM-2 inh -3.9, IDE cell activ 6, PHOSPHO1 inh -2, IMP-1 inh -2.6, NS3 helicase inh 2, UBC9 SUMO inh -27 and MEKK3 PB1 HTS 102.
COCCCNC(=O)COc1ccc(Cl)c(C)c1 was read as DNA FID counter -3, pCIP destab -2, VIM-2 inh 0.6, IDE cell activ 6, PHOSPHO1 inh -28, IMP-1 inh -2.1, NS3 helicase inh 0, UBC9 SUMO inh 6 and MEKK3 PB1 HTS 87.
For O=C1C2N=NN(CC(=O)N3N=C(c4cccc5ccccc45)CC3c3ccccc3)C2C(=O)N1c1ccccc1 (stereo not given) the results were DNA FID counter -37, pCIP destab -1, VIM-2 inh -0.3, IDE cell activ 7, PHOSPHO1 inh -32, IMP-1 inh -0.2, NS3 helicase inh 20, UBC9 SUMO inh 31 and MEKK3 PB1 HTS 102.
For Cc1ccc(-c2nc(N)n(C(=O)c3cccnc3)n2)cc1 the results were DNA FID counter 1, pCIP destab 1, VIM-2 inh 0.0, IDE cell activ 1, PHOSPHO1 inh -7, IMP-1 inh 1.9, NS3 helicase inh 9, UBC9 SUMO inh 4 and MEKK3 PB1 HTS 102.
COc1ccc2c(c1)CCc1c(C(=O)Nc3c(C)n(C)n(-c4ccccc4)c3=O)noc1-2 was read as DNA FID counter -3, pCIP destab -7, VIM-2 inh -2.5, IDE cell activ -9, PHOSPHO1 inh -2, IMP-1 inh -4.3, NS3 helicase inh -2, UBC9 SUMO inh 29 and MEKK3 PB1 HTS 92.
C=CCn1c(SCC(=O)Nc2ccc(C(=O)OCC)cc2)nnc1-c1sc(N)nc1C was read as DNA FID counter -30, pCIP destab 2, VIM-2 inh -0.6, IDE cell activ -1, PHOSPHO1 inh 5, IMP-1 inh -2.0, NS3 helicase inh 0, UBC9 SUMO inh 0 and MEKK3 PB1 HTS 93.
For COCc1cc(=O)n2c(-c3ccccc3OC)n[nH]c2n1 the results were DNA FID counter -4, pCIP destab 1, VIM-2 inh -1.8, IDE cell activ 3, PHOSPHO1 inh 17, IMP-1 inh -1.3, NS3 helicase inh 2, UBC9 SUMO inh 24 and MEKK3 PB1 HTS 68.
For CN(CC(=O)NCCc1ccccc1)S(=O)(=O)c1ccc(Br)s1 the results were DNA FID counter -20, pCIP destab -12, VIM-2 inh 1.5, IDE cell activ 6, PHOSPHO1 inh 31, IMP-1 inh 0.8, NS3 helicase inh -6, UBC9 SUMO inh -3 and MEKK3 PB1 HTS 95.
C[C@H](NC(=O)C1CCN(S(=O)(=O)c2ccccc2)CC1)C(=O)NCc1cccc(Cl)c1 was read as DNA FID counter -43, pCIP destab -13, VIM-2 inh -2.5, IDE cell activ -2, PHOSPHO1 inh 21, IMP-1 inh -2.3, NS3 helicase inh 20, UBC9 SUMO inh 1 and MEKK3 PB1 HTS 101.
Screening O=C(c1ccccc1NS(=O)(=O)c1ccccc1[N+](=O)[O-])N1CCOCC1 returned DNA FID counter 0, pCIP destab -3, VIM-2 inh -1.2, IDE cell activ -1, PHOSPHO1 inh -1, IMP-1 inh -0.4, NS3 helicase inh 8, UBC9 SUMO inh 12 and MEKK3 PB1 HTS 101.
